Compound activity as filed in PubChem.
RXFP1 agonist: qHTS Assay for Agonists of the Relaxin Receptor RXFP1; 370,000 tested, 0.3% active; HEK293T-RXFP1 cAMP TR-FRET, 30 min; response scale: percent of porcine relaxin response, buffer zero; AID 2676, 2010; Potency, µM (top dose mostly 57.5 µM), for the others: at the highest dose activation, hits mostly activators; further: potency means the concentration at half of the fitted maximal effect; on the % scale 0 is the no-effect control and ±100 the full control effect; nearly all actives have a fitted effect of over 60% in size; many of its hits are not listed in these tables
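cAMP rise read by TR-FRET after 30 min, 37C compound exposure (up to 58 uM) in RXFP1-transfected HEK293 cells with Ro 20174 present. EC50 from Hill-equation fits, with 29 nM porcine relaxin as 100% and buffer as basal.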
Vif-APOBEC3F blk: qHTS for Inhibitors of Vif-A3F Interactions: qHTS. Potency, µM (top dose mostly 46.1 µM), inactives show top-dose activity, negative = active. 390,000 tested, 0.2% active. HeLa A3F-eYFP + Vif (tagged APOBEC3F with the HIV-1 protein that degrades it), YFP fluorescence increase. AID 602313, 2012; further: potency means the concentration at half of the fitted maximal effect; % of control where 0% means no effect; nearly all actives have a fitted effect of over 65% in size
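Fluorescence increase (Ex 488/Em 500-530) after overnight compound treatment at 37 deg C flags inhibition of Vif-driven A3F-eYFP loss in stable HeLa A3F-eYFP/Vif cells seeded overnight beforehand.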
D1 PAM: Potentiators of Human D1 Dopamine Receptor: qHTS; HEK293 TREx D1 cells, calcium flux, dopamine EC20 potentiation; 360,000 tested, 0.036% active; potentiation, % at 10 µM; D(1A) dopamine receptor (Homo sapiens), P21728; in the data active means potentiation above about 30%; further: 0% is about no effect
Target sequence (P21728 whole entry, looked up): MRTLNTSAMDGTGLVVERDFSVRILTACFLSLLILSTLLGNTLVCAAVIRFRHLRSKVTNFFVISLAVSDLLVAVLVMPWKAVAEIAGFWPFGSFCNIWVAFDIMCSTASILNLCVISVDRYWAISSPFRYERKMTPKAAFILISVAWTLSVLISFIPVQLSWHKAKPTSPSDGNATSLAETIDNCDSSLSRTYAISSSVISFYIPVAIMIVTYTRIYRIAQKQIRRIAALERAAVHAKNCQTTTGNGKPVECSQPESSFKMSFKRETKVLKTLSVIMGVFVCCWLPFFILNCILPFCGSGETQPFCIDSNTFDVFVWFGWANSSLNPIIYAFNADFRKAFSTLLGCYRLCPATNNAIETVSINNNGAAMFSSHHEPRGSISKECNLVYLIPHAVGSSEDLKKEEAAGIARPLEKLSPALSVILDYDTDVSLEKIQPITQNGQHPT
D1 antag: Antagonist of Human D 1 Dopamine Receptor: qHTS; activity change, negative = inhibition, % at 10 µM; 360,000 tested, 3.2% active; HEK293 TREx D1 cells, calcium flux, dopamine EC80; active compounds read low; D(1A) dopamine receptor (Homo sapiens), P21728; in the data active means activity change below about -30%; further: on the % scale 0 is the no-effect control and ±100 the full control effect
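After overnight tetracycline induction at 30 C, force-coupled D1 HEK293 cells took up a no-wash calcium dye at room temperature. Compounds were added and monitored 180 s, and the response to EC80 dopamine was then recorded.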
D2 potentiator: HTS Assay for Positive Allosteric Modulators of the Human D2 Dopamine Receptor: Primary Screen for Potentiators; potentiation, % at 10 µM; HEK293 T-REx D2, calcium flux, EC20 dopamine potentiation; 340,000 tested, 0.34% active; D(2) dopamine receptor (Homo sapiens), P14416;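 active means potentiation over 3 SD above the plate norm, cut at about 30% in these data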; further: 0% is about no effect
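Potentiation of an EC20 dopamine calcium response is measured in a force-coupled, tetracycline-inducible Hek293 Trex D2 line. Compound-only kinetic reads over 180 s flag agonists before dopamine addition.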
GRP78 ERSR act: qHTS for Inducers of the Endoplasmic Reticulum Stress Response (ERSR) in Human Glioma: qHTS. 420,000 tested, 0.02% active. U87-MG GRP78 promoter luciferase reporter, 16 h. AID 602332, 2012. Potency, µM, for inactives: at the top dose activation, most hits filed as activators; further: potency means the concentration at half of the fitted maximal effect; series mostly up to about 76 µM; % of control where 0% means no effect; nearly all actives have a fitted effect of over 35% in size
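ERSR induction read as luciferase luminescence (Bright-Glo, 10 min at room temperature) in stably transfected human U87-MG glioma cells exposed to compounds for 16 h, using GRP78 as sensor.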
D1 ag: Allosteric Agonists of the Human D1 Dopamine Receptor: qHTS; HEK293 T-REx D1 cells, calcium flux, agonist mode; 360,000 tested, 1% active; activation, % at 2 µM; AID 504660, 2011; D(1A) dopamine receptor (Homo sapiens), P21728; in the data active means activation above about 30%; further: 0% is about no effect
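Agonism was scored from calcium flux recorded over 180 s (1 read/s) after pintool compound addition, following a 10-cycle baseline. Cells were inducible force-coupled HEK293 TREx D1, plated overnight at 30 C and loaded with no-wash calcium dye.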
Vif-A3G inh: qHTS for Inhibitors of Vif-A3G Interactions: qHTS. DNA dC->dU-editing enzyme APOBEC-3G (Homo sapiens), Q9HC16. HeLa A3G-eYFP + Vif (tagged APOBEC3G with the HIV-1 protein that degrades it), YFP fluorescence, overnight. Potency, µM (titrated, usually from 46.1 µM), for inactives: top-dose activity, negative = active, actives largely listed as inhibitors. 410,000 tested, 0.076% active. AID 602310, 2012;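 further: potency means the concentration at half of the fitted maximal effect; on the % scale 0 is the no-effect control and ±100 the full control effect; nearly all actives have a fitted effect of over 60% in size; hits raise eYFP signal because A3G escapes Vif-driven loss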
Target sequence (Q9HC16 whole entry, looked up): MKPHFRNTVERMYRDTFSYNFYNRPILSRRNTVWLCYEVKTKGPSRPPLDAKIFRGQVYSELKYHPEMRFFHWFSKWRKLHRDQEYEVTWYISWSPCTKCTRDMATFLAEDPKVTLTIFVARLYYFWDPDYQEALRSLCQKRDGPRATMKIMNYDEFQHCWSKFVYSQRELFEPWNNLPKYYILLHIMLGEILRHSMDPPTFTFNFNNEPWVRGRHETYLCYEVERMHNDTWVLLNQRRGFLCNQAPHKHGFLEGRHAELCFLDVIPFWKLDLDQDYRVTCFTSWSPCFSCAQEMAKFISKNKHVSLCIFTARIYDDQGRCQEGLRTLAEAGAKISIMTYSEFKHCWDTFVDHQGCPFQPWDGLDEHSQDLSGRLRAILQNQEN
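Read-out is eYFP fluorescence (Ex 488/Em 500-530) from Vif-expressing HeLa A3G-eYFP cells; more signal means A3G escaped Vif-mediated degradation. Cells plated overnight, compound pinned in, incubated overnight at 37 deg C.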
RXFP1 antagonist: qHTS Assay for Antagonists of the Relaxin Receptor RXFP1. AID 1259400, 2018. activity change, negative = inhibition, % at 57.5 µM. HEK293-RXFP1, relaxin-stimulated cAMP HTRF, 30 min; active compounds read low. 350,000 tested, 0.59% active. Relaxin receptor 1 (Homo sapiens), Q9HBX9;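 active means activity change of -60% or lower, but not beyond a set lower limit; inconclusive means change between -60% and -40%, or beyond the set limit; inactive means change above -40%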; further: on the % scale 0 is the no-effect control and ±100 the full control effect
* = called active by the depositor; ? = inconclusive; . = no result given; & = joins results of further samples; [ ] = another dose, or the depositor's remark. Unless noted, the call rests on the fitted dose curve; in most records, active means well fitted curve in the direction sought with a large enough effect; inconclusive means small, poorly fitted or top-dose-only effect, or another doubt; inactive means no such curve, though single readings can be large; an effect the other way counts as inactive or inconclusive. An excerpt; rates above refer to the full screens.

Below each compound – RXFP1 agonist | Vif-APOBEC3F blk | D1 PAM | D1 antag | D2 potentiator | GRP78 ERSR act | D1 ag | Vif-A3G inh | RXFP1 antagonist
O=C(CN1CCC(C(O)(c2ccccc2)c2ccccc2)CC1)Nc1ccccc1
    2.4% | 5.4% | -9.6 | -3.3 | 16.6 | -3.7% | 12.7 | 0.3% | 23.7
CC1(C(=O)NCc2ccccc2)Oc2ccccc2NC1=O (stereo not given)
    -0.3% | -6.1% | -0.8 | 16.3 | -8.0 | -4.6% | -2.8 | 1.7% | -2.4
CCn1ccnc1CN(C)Cc1nc(-c2ccccc2)no1
    -2.5% | 4.8% | -0.6 | -8.1 | . | -0.3% | 4.5 | 1.1% | 2.3
Cc1ccc(Nc2ncnc3onc(C)c23)cc1Cl
    0.1% | 2.3% | 3.2 | 6.9 | -11.9 | -1.7% | 1.8 | -4.6% | -21.4
O=C(COC(=O)c1ccc(Cl)c(S(=O)(=O)N2CCCCC2)c1)NCCc1ccccc1
    -1.7% | -4.0% | -0.1 | -5.8 | 7.6 | -2.3% | -0.9 | 0.7% | -11.1
COc1ccc(-c2nn(-c3ccccc3)cc2C(=O)NC(=S)N2CCOCC2)cc1OC
    2.2% | -2.5% | 0.9 | -38.6* | -8.6 | 2.1% | 0.3 | 8.9% | 0.7
O=C(Cc1ccccc1[N+](=O)[O-])OCc1cccc([N+](=O)[O-])c1
    1.8% | . | -5.7 | -21.5 | -10.7 | . | 6.6 | . | .
O=C(Nc1nc(-c2ccc(Cl)s2)cs1)c1ccco1
    3.5% | -2.4% | 1.6 | -9.8 | -4.6 | 8.5% | 4.3 | -1.3% | ?
CC(C)(C)OC(=O)N[C@@H](C(=O)OC(C)(C)C)c1ccc(Br)cc1
    -3.4% | -5.1% | -4.3 | -24.4 | -3.3 | -5.6% | 1.8 | -12.1% | .
N#Cc1ccccc1Cn1c(SCC(=O)Nc2ccc(F)cc2)nc2ccccc21
    0.8% | 4.7% | 3.5 | -23.8 | 0.3 | 0.2% | 6.9 | -8.8% | -12.0
CCN(CC)c1nc(N)c2c(N)n(-c3ccccc3C)c(=S)c(C#N)c2c1C#N
    0.2% | 0.7% | -12.8 | -5.8 | 1.1 | 0.3% | 2.1 | -5.0% | -5.0
Cc1ccccc1NC(=O)Nc1ccccc1N1CCCCC1
    -0.8% | -1.9% | -1.4 | -1.3 | 2.6 | 0.3% | 7.4 | -7.2% | -26.3
O=C(CSc1nnc(Cc2ccccc2)o1)c1ccc2c(c1)OCO2
    -0.7% | 10.4% | -2.1 | -16.1 | 11.2 | 2.9% | 6.6 | -1.8% | 1.3
CSc1nsc(SCC(=O)Nc2ccc(F)cc2)n1
    -0.2% | -23.8% | . | -14.4 | -2.7 | 4.7% | 9.0 | -1.0% | -29.2
Cc1ccc(C)c(Nc2nc(-c3ccncc3)nc3ccccc23)c1
    0.0% | 13.8% | 5.5 | 2.3 | 13.5 | -2.9% | 7.3 | -5.4% | 9.8
Cc1ccc(S(=O)(=O)N2CC3(O)CN(C(=O)OC(C)C)N(C(=O)OC(C)C)CC3(OC(=O)Nc3c(C)noc3C)C2)cc1 (stereo not given)
    . | -4.9% | . | . | . | -2.0% | . | 4.1% | -4.2
COc1cc([C@@H]2[C@H]3CN(C)CC=C3C(C#N)=C(N)C2(C#N)C#N)cc2c1OCO2
    -0.6% | -26.1%&0.2% | -8.8 | -23.5 | . | -4.2%&-7.4% | 8.4 | -13.7%&-4.6% | 3.2&-4.4
CCN(CC)CCCNC(=O)CCc1c(C)nc2c(c1C)c(=O)n(C)c(=O)n2C
    15.8% | -0.6% | -1.5 | -10.7 | -3.1 | -3.8% | 1.4 | -5.6% | .
Cc1ccccc1NN1C(=O)C=CC1=O
    -0.6% | . | -1.5 | 0.3 | -0.5 | -4.6% | 0.3 | -0.2% | -11.4
Cc1cc(C(=O)N2CCN(c3ccccc3O)CC2)c(C)o1
    -0.1% | -1.8% | -3.4 | 15.6 | 4.1 | -1.0% | 4.1 | -0.4% | -5.1
CCc1nn(-c2ccccc2)c2nc(-c3cccc(OC)c3)c3cc(OC)c(OC)cc3c12
    2.1% | -2.7% | 0.5 | 3.5 | 6.5 | -1.0% | -2.3 | -1.5% | 2.0
CN(C)CCN(C(=O)c1cccc2ccccc12)c1nc2cc3c(cc2s1)OCO3
    -2.9% | -4.6% | -1.9 | 9.7 | 2.5 | -7.0% | 10.1 | 1.9% | -16.8
Cc1cc(C)c(S(=O)(=O)N2CCN(C(=O)C3CCCO3)CC2)c(C)c1 (stereo not given)
    -0.1% | -9.8% | -4.4 | -25.5 | 1.2 | -2.6% | 6.3 | -3.8% | -4.1
COCCCNC(=S)Nc1cccc(SC)c1
    0.8% | 0.2% | 0.5 | 9.0 | 9.6 | 2.0% | 1.7 | -0.4% | -6.4
O=C(Nc1ccccc1)N1CCCN(Cc2ccccc2F)C1
    0.4% | . | -1.1 | 0.1 | -6.5 | -9.5% | 0.5 | -0.8% | 15.0
O=CC1=C(N2CCOCC2)/C(=C\c2ccccc2)CC1
    -0.5% | -10.5% | -1.9 | 2.8 | 32.6* | 11.7% | 1.6 | -3.8% | -8.8
COc1ccc(C(=O)O/N=C2\CCS(=O)(=O)c3sccc32)cc1
    -2.8% | 2.2% | 4.0 | -6.3 | 23.7 | 1.5% | 0.4 | -2.3% | 1.0
CC(C)(C)Cc1c(-c2ccc(Cl)cc2)nc2ccc(Cl)cn12
    . | ? | . | . | . | -2.7% | . | -7.6% | -7.3
CCN(CC)CCCC(C)NC(=O)c1c(NC(=O)c2ccccc2)sc2c1CCCC2 (stereo not given)
    1.1% | -1.7% | 2.9 | -7.3 | . | -3.2% | 7.4 | 4.0% | -9.0
Cc1ccccc1NC(=O)Nc1cccs1
    0.7%&0.8% | -13.0% | -4.4&-4.7 | -35.7* | -0.5&-5.9 | 8.3% | 12.5&4.9 | -3.9% | -16.8&1.9
Cc1cc(=O)[nH]c(N/N=C/c2ccco2)n1
    -3.3% | -4.6% | -4.5 | 0.2 | -4.5 | -1.1% | 0.1 | -1.7% | 2.7
C/C(CCC1CC(C)(C)OC1=O)=N\NC(N)=S (stereo not given)
    1.3% | -16.8% | -5.0 | 6.2 | -1.1 | -2.3% | -0.8 | ? | -7.9
CCc1ccc(NS(=O)(=O)c2cccs2)cc1
    0.1% | -6.9% | -1.4 | -8.4 | . | 0.1% | 0.7 | 1.5% | -8.2
O=C(Nc1ccccc1F)c1cc(S(=O)(=O)N2CCCCC2)cs1
    0.8% | 6.8% | -2.7 | 1.2 | -11.8 | -6.2% | -1.6 | 1.7% | 2.3
CCOC(=O)C1CSc2[nH]c(=O)sc2C1c1ccccc1 (stereo not given)
    2.2% | -2.2% | -6.2 | 7.0 | 14.7 | -2.5% | 1.0 | 1.7% | 13.4
CN(C)S(=O)(=O)c1ccc(NC(=O)CN2C(=O)NC(Cc3ccccc3)C2=O)cc1 (stereo not given)
    -1.0% | 9.7% | 2.2 | 6.9 | 4.4 | -1.3% | 2.9 | 4.8% | 1.9
CCN(CC)N=Nc1cccc(NC(C)=O)c1
    -0.8% | 0.5% | -0.5 | 7.6 | -8.3 | -5.1% | 0.5 | 6.8% | -1.0
O=C(CN1CCN(C/C=C/c2ccccc2)CC1)NCc1ccccc1
    0.8% | -8.3% | -3.5 | 5.4 | -9.6 | -5.2% | 0.7 | -2.7% | -2.7
Cc1ccc(O)c(-c2cc(-c3ccccc3C)[nH]n2)c1
    4.2% | -8.5% | -4.0 | -2.4 | 3.6 | -6.5% | 4.1 | -6.3% | -10.3
O=C1OC2(c3ccccc31)c1cc(I)c(O)c(I)c1Oc1c2cc(I)c(O)c1I
    -35.0%[inhibitor] | . | -0.8 | -42.5* | -16.9 | 0.7%&-5.8% | 411.1* | . | .
Cc1ccc(C)c(NS(=O)(=O)c2ccc3oc(=O)ccc3c2)c1
    1.4% | -3.0% | -1.6 | -20.6 | 4.1 | -7.3% | 8.7 | -0.9% | 2.7
Cc1ccccc1C(=O)Nc1ccc(C(=O)OCc2cc(=O)n3c4c(sc3n2)CCCC4)cc1
    -2.8% | -26.2% | -1.1 | 6.3 | 1.0 | 0.5% | 0.5 | -11.5% | -34.9
CCCn1c(Sc2nc3c(c(=O)[nH]c(=O)n3C)n2CCC)nc2c1c(=O)[nH]c(=O)n2C
    6.0% | -13.2% | 0.2 | -1.3 | 26.5 | 4.3% | 6.6 | -5.7% | 20.1
CCCOc1ccc(NC(=O)CC2C(=O)N(Cc3ccccc3)C(=S)N2Cc2cccs2)cc1 (stereo not given)
    -0.1% | 1.8% | -6.4 | -12.7 | 4.3 | -3.0% | 8.7 | 1.2% | .
O=C(OCN1C(=O)c2ccccc2C1=O)/C(=C\c1ccco1)NC(=O)c1ccccc1
    4.1% | -5.0% | -9.1 | -27.9 | 1.1 | 0.2% | -0.1 | 0.5% | -1.7

Two entries from above, reformatted.
O=C(CN1CCN(C/C=C/c2ccccc2)CC1)NCc1ccccc1
  RXFP1 agonist: 0.8%; Vif-APOBEC3F blk: -8.3%; D1 PAM: -3.5; D1 antag: 5.4; D2 potentiator: -9.6; GRP78 ERSR act: -5.2%; D1 ag: 0.7; Vif-A3G inh: -2.7%; RXFP1 antagonist: -2.7
Cc1ccc(O)c(-c2cc(-c3ccccc3C)[nH]n2)c1
  RXFP1 agonist: 4.2%; Vif-APOBEC3F blk: -8.5%; D1 PAM: -4.0; D1 antag: -2.4; D2 potentiator: 3.6; GRP78 ERSR act: -6.5%; D1 ag: 4.1; Vif-A3G inh: -6.3%; RXFP1 antagonist: -10.3
